Bioassay records (PubChem BioAssay)
ATXN viability = Viability Counterscreen for Primary qHTS for Inhibitors of ATXN expression; 400,000 tested, 0.49% active; AID 651635, 2014; S2 cells (HEK-293 line with an ATXN2-luciferase reporter) viability, CellTiter-Fluor protease fluorescence, 24 h; Potency, µM (series often up to 56.7 µM), hits mostly cytotoxic; note: potency is the fitted concentration of half-maximal effect; nearly all actives have a fitted effect of over 40% in size
Nrf2 inh = Nrf2 qHTS screen for inhibitors. A549 ARE-Fluc reporter, luciferase luminescence, 18-24 h. 360,000 tested, 2.1% active. Potency, µM (titrated, usually from 46 µM), inactives show top-dose activity change, negative = inhibition, most hits filed as inhibitors; note: potency is the fitted concentration of half-maximal effect; % is set by controls: 0 for no effect and ±100 for the full control effect; nearly all actives have a fitted effect of over 60% in size
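Concentration-response testing used A549 ARE_Fluc cells at 5000 cells/well. Following an 18-24 h compound incubation, viability was read by fluorescence (Ex 405/Em 525) and luciferase output by luminescence.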
Nrf2 ARE act = qHTS of Nrf2 Activators; AREc32 ARE-luciferase reporter (MCF7-derived line), luminescence, 24 h; Potency, µM (series often up to 46.1 µM), without a hit: at the top dose activation, most hits filed as activators; 410,000 tested, 0.31% active; AID 624171, 2012; note: potency is the fitted concentration of half-maximal effect; % of control where 0% means no effect; nearly all actives have a fitted effect of over 65% in size
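Nrf2 activation is followed as ARE-luciferase induction in the AREc32 line after one day of compound treatment; luminescence is read with Steady-Glo.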
MmCpn inh = Inhibitors of TCP-1 ring complex (TRiC) of Methanococcus maripaludis (MmCpn): qHTS; purified Mm-Cpn ATPase, ADP Transcreener TR-FRET; Potency, µM (series often up to 76.9 µM), for the others: top-dose activity, negative = inhibition, usual class: inhibitors; Chaperonin Mm-Cpn (Methanococcus maripaludis); 330,000 tested, 0.031% active; note: potency is the fitted concentration of half-maximal effect; % is set by controls: 0 for no effect and ±100 for the full control effect; nearly all actives have a fitted effect of over 80% in size
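ATP (10 uM final) was added to archaeal chaperonin (25 nM final) after 10 min exposure to test compound at 37°C; after 30 min further incubation, ADP was detected by competitive TR-FRET.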
Akt phos inh = HTS Assay for Inhibitors of Akt Phophorylation: Primary Screen. Neuro2A IGF-stimulated pAkt S473 HTRF, 20 min; active compounds read low. AID 651550, 2012. activity change, % for hits at 50 µM. 360,000 tested, 0.32% active; in the data active = activity change below about -80%; inconclusive = mostly about -51% to -80%; note: % is set by controls: 0 for no effect and ±100 for the full control effect
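Neuro2A cells (4,500/well, DMEM with 0.5% FBS) were treated with compound at a single 50 µM final concentration, stimulated with 6 nM IGF for 20 min at 37 °C, and lysed. Phospho-Akt Ser473 was read by HTRF as 665/615 ratio ×10^4.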
CCT modulator = High-Throughput Screening for Modulators of Cytosolic Chaperonin Activity; purified chaperonin ATPase assay, HTRF ADP detection, 30 min; 360,000 tested, 0.3% active; AID 651819, 2012; activity change, % (test concentration not listed), hits read low; in the data active = activity change below about -30%; note: % is set by controls: 0 for no effect and ±100 for the full control effect
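Nucleotide hydrolysis assay: TRiC at 20–40 nM final (set by batch activity) with 10 uM ATP, 30 min at 37 °C, in presence of 76 uM compound. Detection by competitive ADP HTRF, 30 min ambient.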
HepG2 tox = qHTS for Inhibitors of TGF-b: Cytotox Counterscreen. HepG2 CAGA-GFP viability, ATP luminescence, 18 h. Potency, µM (highest dose often 46.1 µM), inactives show at the highest dose activity change, negative = cytotoxicity, hits mostly cytotoxic. 410,000 tested, 0.76% active; note: potency is the fitted concentration of half-maximal effect; some results filed as inactive show a strong effect at the top dose
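CellTiter-Glo luminescence gave cytotoxicity after 18 hours at 37 degrees C. The cells were HepG2 CAGA-GFP in 1% FBS DMEM, stimulated with 500 pg/mL TGF-beta after compound addition. %Activity was normalised to no-cell wells (complete cell-killing) and DMSO (no toxicity), and curves were fitted and classified.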
A549 viability = Nrf2 qHTS screen for inhibitors: counterscreen for cytotoxicity; 390,000 tested, 0.16% active; Potency, µM (series often up to 46 µM), for the others: top-dose activity change, negative = cytotoxicity, usual class: inhibitors; AID 504648, 2011; A549 ARE-Fluc cells, CellTiter-Fluor viability, 18-24 h; note: potency is the fitted concentration of half-maximal effect; % is set by controls: 0 for no effect and ±100 for the full control effect
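A549 ARE-Fluc cells in 5% FBS OPTI-MEM, 5000 cells/well, rested 2 h then exposed to compounds in concentration-response for 18-24 h at 37 °C. Viability by CellTiter-Fluor fluorescence (Ex 405/Em 525) after 30 min; luciferase luminescence (BugLite, 15 min, RT) read afterwards.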
TGFb SMAD3 inh = qHTS for Inhibitors of TGF-b; Potency, µM (titrated, usually from 46.1 µM), without a hit: at the highest dose activity, negative = inhibition, most hits filed as inhibitors; 410,000 tested, 1.2% active; HepG2 CAGA-GFP TGF-b/SMAD3 reporter, GFP fluorescence, 18 h; TGF-beta stimulated, 500 pg/mL final; AID 588855, 2011; note: potency is the fitted concentration of half-maximal effect; % is set by controls: 0 for no effect and ±100 for the full control effect; nearly all actives have a fitted effect of over 65% in size
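Smad-responsive CAGA-GFP expression was quantified in HEPG2 cells exposed to compounds and 500 pg/mL final TGF-beta for 18 h at 37 degrees C; unstimulated wells defined full inhibition.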
* = called active by the depositor; i = inactive; ? = inconclusive; / = not tested or not shown; & = joins results of further samples; [ ] = remark or other dose. Unless noted, calls come from the whole dose curve; as a rule, active = well fitted curve in the direction sought with a large enough effect; inconclusive = small, poorly fitted or top-dose-only effect, or another doubt; inactive = no such curve, though single readings can be large; an effect the other way counts as inactive or inconclusive.

SMILES	ATXN viability	Nrf2 inh	Nrf2 ARE act	MmCpn inh	Akt phos inh	CCT modulator	HepG2 tox	A549 viability	TGFb SMAD3 inh
Cc1ccc(S(=O)(=O)N2CCN(C(=O)Cc3ccc(S(=O)(=O)N4CCOCC4)s3)CC2)cc1	i	-5%	0.2%	-7%	i	-2.4	-16%	2%	-14%
O=C(c1ccccc1)N1CCN(S(=O)(=O)c2ccc(Cl)c(C(F)(F)F)c2)CC1	i	-7%	0.2%	2%	i	-12	-10%	-5%	0%
COc1cccc(OC)c1C(=O)Nc1ccc(-c2nc3ncccc3o2)cc1	i	-16%	3.7%	/	/	/	-1%	-9%	-7%
CC(C)(C)NC(=O)c1ccc2c(c1)C1C3CCC(C3)C1C(c1ccccc1)N2 (configuration not stated)	i	-3%	0.2%	0%	i	-1.5	6%	12%	20%
O=C(Cn1nnnc1CN1CCOCC1)N1CCC(c2cccc(Cl)c2)C1 (configuration not stated)	i	-23%	-0.4%	-1%	i	-3.6	-50%	1%	0%
C[C@@H]1CN([C@H](C)CO)C(=O)CCCn2nncc2CO[C@@H]1CN(C)C(=O)Nc1ccc(N2CCN(C)CC2)cc1	i	/	2.2%	/	i	-0.9	-6%	/	-2%
O=C(NNc1ccccc1C(F)(F)F)c1sccc1Br	i	18%	8.0%	-2%	i	0.3	75%	20%	0%
Cc1cccc(C)c1NC(=O)CN(C)C(=O)c1ccccc1Sc1ccccc1C#N	?	-7%	-0.2%	-1%	i	-0.1	3%	-1%	-14%
CCN(Cc1ccccc1)C(=O)CCNS(=O)(=O)c1ccc2c(c1)CC(C)N2C(C)=O (configuration not stated)	i	-2%&-22%	-0.9%&4.7%	1%	i	1.9	-16%&-22%	-6%&8%	-4%&-22%
CCCOC1CCCN(C(=O)c2ccc3oc(C(C)C)nc3c2)C1 (configuration not stated)	i	?	3.0%	1%	i	-1.6	-6%	-1%	16%
CCOc1ccc(-c2nnn(CC(=O)NCc3ccco3)n2)cc1	i	-27%	18%	-1%	i	-0.2	-19%	-27%	12%
CCc1nnc(NC(=O)CSc2nnc(COc3cccc(C)c3)o2)s1	?	4%	-0.1%	2%	i	-2.8	-5%	-3%	2%
Cc1ccc(NC(=O)Cn2nnc(C(=O)NCc3ccc(Cl)cc3)c2N)cc1F	i	8%	-0.4%	3%	i	3.4	-4%	1%	-1%
O=S(=O)(c1ccc(Cl)cc1)c1nc(-c2ccccc2F)oc1NCCCN1CCOCC1	i	-5%	-0.8%	-2%	i	-1.6	-41%	-3%	1%
O=C(O)Cn1nc(-c2ccc(Cl)cc2)ccc1=O	i	8%	0.0%	-2%	i	-0.8	2%	2%	0%
FC(F)(F)c1ccc(C2[C@H]3CN(Cc4cccnc4)[C@H](c4ccccc4)C34CC2(c2cccnc2)C4)cc1 (some centres not stated)	?	26µM*	-1.0%	3%	i	-1.8	-105%	?	8.9µM*
O=[N+]([O-])c1ncc(Br)cc1Nc1ccccc1	?	?	?	/	i	-1.2	-54%	-11%	-28%
O=C(COc1ccccc1)Nc1ccc(N2CCN(C(=O)c3ccco3)CC2)cc1	i	1%	-0.2%	0%	i	-5.7	10%	2%	-10%
C=CCn1c(SCc2cc(=O)n3cc(C)ccc3n2)nnc1-c1cccc(C)c1	i	-10%	0.0%	1%	i	-1.9	-3%	0%	5%
COc1ccc(C(=O)Nc2cccc3ccccc23)cc1	?	6%	-0.7%[9.22 µM]	2%	i	-1.2	-1%	-19%	11%
CCc1c(C)sc(NC(=O)Cn2nc(C)c([N+](=O)[O-])c2C)c1C(N)=O	i	-23%	2.6%	-4%	i	-2.0	4%	-14%	5%
COc1ccc(OCc2cc(C(=O)N(C)Cc3nccn3C)no2)c2ccccc12	i	10%	10%	0%	i	-0.1	-1%	-1%	3%
CN(CCO)c1cc(N2CCN(C(=O)c3ccco3)CC2)c2nonc2c1[N+](=O)[O-]	i	5%	2.0%	0%	i	-1.2	9%	?	-23%
COc1ccc(C(=O)Nc2ccc3oc(-c4cc(Cl)ccc4Cl)nc3c2)cc1Br	i	?	0.4%	/	/	/	-11%	-5%	-28%
O=C(C1CCCN(S(=O)(=O)c2ccccc2)C1)N1CCCCC1 (configuration not stated)	i	-3%	0.2%	0%	i	-1.2	-24%	0%	1%
CC(C)Cn1c(=O)c(C(=O)Nc2ccncc2)c(O)c2ccccc21	i	?	4.1%	/	i	-0.5	-18%	?	-30%
CCCC(=O)NC(c1ccc(N(C)C)cc1)c1c(O)ccc2ccccc12 (configuration not stated)	i	-6%	2.4%	-2%	i	0.1	10%	-2%	-1%
C[C@H](CO)N1C[C@H](C)[C@@H](CN(C)S(C)(=O)=O)Oc2c(NC(=O)c3ccncc3)cccc2C1=O	i	17%	0.4%	0%	i	-0.2	0%	-1%	4%
CC(=O)Nc1ccc(NC(=O)C(C)OC(=O)C2CC(=O)N(CCc3ccccc3)C2)cc1 (configuration not stated)	i	13%	0.5%	1%	i	0.1	1%	-6%	-11%
CC1(c2ccccc2)NC(=O)N(CC(=O)N(c2ccccc2)C2CCS(=O)(=O)C2)C1=O (configuration not stated)	i	2%	-0.1%	-2%	i	0.9	-8%	0%	?
CCOc1ccc2c(c1)c(C(C)=O)c(C)n2-c1ccccc1	i	-18%	-0.8%	-1%	i	-1.2	1%	-6%	0%
Cc1cccc(C(=O)Nc2c(C(=O)NCc3ccc(Cl)cc3)sc3nc(C)cc(C)c23)c1	/	?	1.0%	/	/	/	-48%	?	?
CC(=O)OCc1nc2sc3c(c2c(=O)[nH]1)CCCC3	i	-27%	-0.2%	0%	i	-5.1	-4%	-5%	-5%
CN(C)CCNc1ccc(-c2nn(C)c(=O)c3ccccc23)cc1[N+](=O)[O-]	?	13%	-0.4%	2%	i	-0.7	-11%	1%	-8%
CC(=O)Nc1ccc(NC(=O)CS(=O)(=O)c2cn(CC(=O)N3CCC(C)CC3)c3ccccc23)cc1	?	-1%	2.5%	/	i	0.3	-14%	-2%	-1%
CC(=O)N1N=C(c2ccc(Br)cc2)CC1c1cn(C)c2ccccc12 (configuration not stated)	i	-1%	11%	?	i	1.2	-27%	2%	?

Full records from above. Order of values: ATXN viability, Nrf2 inh, Nrf2 ARE act, MmCpn inh, Akt phos inh, CCT modulator, HepG2 tox, A549 viability, TGFb SMAD3 inh
`O=C(C1CCCN(S(=O)(=O)c2ccccc2)C1)N1CCCCC1` (configuration not stated) in the list: i, -3%, 0.2%, 0%, i, -1.2, -24%, 0%, 1%
`CCOc1ccc2c(c1)c(C(C)=O)c(C)n2-c1ccccc1` in the list: i, -18%, -0.8%, -1%, i, -1.2, 1%, -6%, 0%

The listing picks up with the three entries that preceded the break.
SMILES	ATXN viability	Nrf2 inh	Nrf2 ARE act	MmCpn inh	Akt phos inh	CCT modulator	HepG2 tox	A549 viability	TGFb SMAD3 inh
CN(C)CCNc1ccc(-c2nn(C)c(=O)c3ccccc23)cc1[N+](=O)[O-]	?	13%	-0.4%	2%	i	-0.7	-11%	1%	-8%
CC(=O)Nc1ccc(NC(=O)CS(=O)(=O)c2cn(CC(=O)N3CCC(C)CC3)c3ccccc23)cc1	?	-1%	2.5%	/	i	0.3	-14%	-2%	-1%
CC(=O)N1N=C(c2ccc(Br)cc2)CC1c1cn(C)c2ccccc12 (configuration not stated)	i	-1%	11%	?	i	1.2	-27%	2%	?
O=C(Nc1cccc(NC(=O)c2ccco2)c1)c1cccc(Br)c1	i	?	2.7%	0%	i	-1.0	4%	-7%	-4%
N=c1n(CC(=O)O)c2ccccc2n1Cc1ccccc1Cl	i	-14%	-0.2%	0%	i	-1.3	-5%	1%	-1%
O=C(O)/C=C/C(=O)Nc1c(F)cccc1F	?	1%	-0.4%	-3%	i	-1.2	10%	0%	-7%
COc1ccc2c(c1)CCCC2NS(=O)(=O)OCC(Cl)(Cl)Cl (configuration not stated)	i	11%	0.2%	-2%	i	-1.2	7%	17%	?
CCOC(=O)C1(Cc2ccccc2)CCN(Cc2ccc(C3CCCCO3)s2)CC1 (configuration not stated)	i	-4%	-0.1%	-3%	i	-2.4	-33%	0%	-6%
C=CCN(c1ccccc1)S(=O)(=O)c1ccc2c(c1)oc(=O)n2C	i	?	-2.2%	1%	i	-2.5	-12%	1%	-6%
Oc1cccc(/C=N/Nc2cc(N3CCCC3)nc(N3CCCC3)n2)c1	?	-24%	5.7%	-1%	i	2.0	-30%	-10%	?
O=C(c1cccc(COc2cccc3ccccc23)c1)N1CCCC1	i	?	0.4%	4%	i	0.0	-36%	?	14%
CC(C)(C)c1ccc(C(=O)CCCSC2=C(C#N)C(c3ccco3)C3=C(CCCC3=O)N2)cc1 (configuration not stated)	?	21µM*	3.0%	-8%	i	-1.7	-6%	21µM*	-22%
Cc1ccccc1/C=N/NC(=O)c1ccc(-n2cnnn2)cc1	i	-7%	-0.5%	2%	i	-0.1	-9%	-1%	1%
CCc1cc(=O)oc2c(C)c(OCC(=O)N3CC[C@@]4(O)CCCC[C@H]4C3)ccc12	i	-12%	0.3%	2%	i	-3.2	-19%	5%	22%
O=C(CSc1nnc(-c2ccncc2)o1)Oc1ccccc1	i	-14%	-0.2%	2%	-92%*	1.6	-1%	2%	3%
CC(C)(C)N1CC2(c3ccccc3)CN(C(C)(C)C)CC(c3ccccc3)(C1)C2=O	i	10%	2.4%	-15%	i	0.5	-4%	-20%	?
COc1ccc(C(=O)NCCCN2CCCC2=O)cc1	i	12%	0.7%	1%	i	0.2	-1%	2%	-6%
CCOc1ccc(Oc2ccc(NC(=O)CSc3nncn3C)cc2)cc1	i	-2%	2.0%	-3%	i	-1.8	-12%	13%	1%
O=S(=O)(Nc1ccc(OC(F)(F)F)cc1)c1cccc2nonc12	i	?	-0.2%	-2%	i	3.7	-7%	-2%	-1%

Hits appear at their usual frequency (roughly 4.4% active in at least one column).
